Measles CPE – protection of cells from measles virus; Measles virus-infected cells, CPE protection, absorbance; protection (pct of control), % at 4 µM; actives 1.5% (n = 140,000); AID 841; in the data active = protection mostly above about 24%, no sharp cut-off; inactive = mostly below about 26%; note: some compounds called inactive have numbers as strong as hits
Yeast life ext – extends the lifespan of yeast | S. cerevisiae growth with nicotinamide, OD615; deaD strain in restrictive glucose medium | inhibition of the nicotinamide effect, % at 10 µM | actives 0.68% (n = 130,000) | AID 775;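 active = inhibition above a set limit, placed 3 SD over the median of all compounds, cut at about 26% in these data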;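 note: 0% = nicotinamide-treated wells and 100% = cells grown without nicotinamide; some compounds called inactive have numbers as strong as hits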
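Assay system: engineered S. cerevisiae DeaD replicative-lifespan strain, galactose-grown log-phase cells; Buffer or medium: CSMM-D glucose medium, restrictive; Probe or stimulus: nicotinamide 1.5 mM; Compound: single dose 10 µM compound, 0.25% DMSO; Schedule: 4 h preincubation then 48 h treatment at 30 °C; Technique: OD615 measurement.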
PTEN del growth – suppresses growth of cells with PTEN deletion. HCT116 PTEN-null viability, CellTiter-Glo, 60 h; stronger effect = lower value. actives 1.2% (n = 140,000). viability, % at 10 µM;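 active = viability at or below a set limit, 4 SD under the median of all tested compounds, cut at about 3.7% in these data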;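 note: PTEN knockout HCT116 line with beta catenin targeted HCT116 as companion control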
Phagocytosis inh – blocks phagocytosis by macrophages; J774A.1 macrophage IgG-bead phagocytosis, imaging; inhibition, % at 5 µM; actives 0.07% (n = 110,000);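 active = inhibition above the mean of the plate negative controls plus 5 SD, cut at about 13% in these data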;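 note: phagocytic index as fraction of beads internalized from green versus red external bead signal; plate controls were DMSO negative control for no effect and cytochalasin-D positive control for full effect; some results beyond the cut were filed as inactive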
bCat KO growth – beta-catenin-lacking colon tumor cell growth suppression | actives 1.5% (n = 140,000) | HCT116 beta-catenin knockout viability, CellTiter-Glo, 60 h; stronger effect = lower value | viability, % at 10 µM;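 active = viability at or under a set limit, the compound median less 4 SD, cut at about 6% in these data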;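 note: 0% = Hyamine 1622 control at 20 µM and 100% = untreated cell control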
Yeast growth inh – reduces growth of yeast BB579 in restrictive medium | inhibition, % at 10 µM | S. cerevisiae BB579 growth, OD615, 48 h | actives 0.51% (n = 140,000);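 active = inhibition above a set limit, 3 SD over the mean compound inhibition, cut at about 44% in these data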; note: inactives centre near -24
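System: DeaD yeast strain BB579; buffer or medium: CSMM-D dextrose restrictive medium; technique: OD at 615 nm; schedule: 4 h cell preincubation, 48 h compound exposure, 30 °C humidified; doses: single 10 µM dose; controls: amphotericin B 10 µg/mL, positive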
MRP-1 activ – MRP-1 activation; actives 0.61% (n = 140,000); AID 799; H69AR cells + doxorubicin, viability rescue, CellTiter-Glo; viability increase, % at 10 µM;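 active = viability gain under doxorubicin at or above a set limit, the compound median plus 3 SD, cut at about 4.7% in these data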;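 note: MRP-1 overexpressing cells given doxorubicin 25 µM after compound pretreatment; 18-22 h compound pretreatment then 72 h with doxorubicin before readout; 0% = doxorubicin-only wells and 100% = vehicle-treated cells without doxorubicin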
NPY-Y2 antag – NPY-Y2 (human) receptor antagonism | P49146 | NPY-Y2 expressing cells, antagonist mode | inhibition, % at 2.7 µM | actives 0.99% (n = 140,000) | AID 793; in the data active = inhibition above about 17%;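 note: 0% = vehicle with agonist challenge and 100% = reference antagonist with challenge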
Target sequence (P49146 whole entry, looked up): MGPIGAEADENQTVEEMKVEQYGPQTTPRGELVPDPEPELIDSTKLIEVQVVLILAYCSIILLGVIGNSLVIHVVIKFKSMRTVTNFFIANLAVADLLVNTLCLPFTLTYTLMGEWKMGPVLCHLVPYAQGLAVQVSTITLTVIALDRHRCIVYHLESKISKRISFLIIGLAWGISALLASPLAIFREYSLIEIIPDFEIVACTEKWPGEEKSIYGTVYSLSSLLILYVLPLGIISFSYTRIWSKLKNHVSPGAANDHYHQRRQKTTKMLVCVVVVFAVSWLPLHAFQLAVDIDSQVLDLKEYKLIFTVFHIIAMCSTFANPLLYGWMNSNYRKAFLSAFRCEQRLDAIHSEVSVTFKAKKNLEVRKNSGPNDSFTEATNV
E-sel TNF inh – TNF alpha driven E-selectin expression inhibition | HUVEC TNFa-induced E-selectin immunofluorescence, high content | inhibition, % at 2 µM | actives 0.71% (n = 120,000) | AID 1246;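 active = inhibition above the batch mean plus 3 SD, and confirmed as a hit on visual image review, cut at about 43% in these data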;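 note: 0% = TNF-stimulated DMSO wells and 100% = unstimulated control wells; not every result past the cut was called active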
GALR2 blocker – antagonists of human galanin receptor 2 (GALR2); O43603; GALR2-expressing cells, antagonist mode; inhibition, % at 4 µM; actives 0.39% (n = 140,000); in the data active = inhibition above about 27%;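 note: cells stimulated with galanin 1-16 at roughly its EC80; 0% = agonist challenge control and 100% = basal control without agonist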
Target sequence (O43603 whole entry, looked up): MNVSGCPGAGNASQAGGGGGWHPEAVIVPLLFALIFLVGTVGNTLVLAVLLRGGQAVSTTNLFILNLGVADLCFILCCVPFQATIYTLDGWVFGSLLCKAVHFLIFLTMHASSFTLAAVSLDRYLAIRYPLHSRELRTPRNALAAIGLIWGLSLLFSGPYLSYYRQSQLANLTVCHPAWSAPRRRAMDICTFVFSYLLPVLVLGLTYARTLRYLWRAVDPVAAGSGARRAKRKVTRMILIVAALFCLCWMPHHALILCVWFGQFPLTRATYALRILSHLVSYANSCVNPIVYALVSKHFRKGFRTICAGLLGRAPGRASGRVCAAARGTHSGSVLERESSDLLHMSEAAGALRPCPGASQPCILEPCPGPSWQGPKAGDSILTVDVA
* = called active by the depositor; . = not tested or not shown. Hits appear at their usual frequency; 6.4% or so of the library scored in one or more.

No.	SMILES	bCat KO growth	Measles CPE	E-sel TNF inh	Phagocytosis inh	Yeast life ext	PTEN del growth	NPY-Y2 antag	GALR2 blocker	Yeast growth inh	MRP-1 activ
1	COc1ccccc1CNC(=O)c1ccc(S(=O)(=O)N(C)C)cc1	95.1	10.6	-9.6	-1.0	-4.9	103.8	-0.2	-0.1	-47.7	-1.0
2	Cc1cc2cc(CNC(=O)NC3CCCCC3)ccc2[nH]1	103.0	6.2	6.7	2.0	-5.7	109.3	-0.4	17.0	-21.5	-1.4
3	Cc1cc(C)n(C(=O)C(C)N2C(=O)c3ccccc3C2=O)n1 (configuration not stated)	98.0	38.6*	-1.3	-0.5	-4.9	103.9	1.4	8.6	-26.7	-1.4
4	O=C(CSc1ccc(Cl)cc1)Nc1ccccc1Oc1ccccc1	95.3	19.2	-48.8	-7.9	1.9	91.6	7.9	-5.5	-14.3	-0.5
5	Cc1ccccc1N1C(=O)CC1(C#N)c1ccc(OCc2ccccc2)cc1 (configuration not stated)	59.0	20.1	.	-2.6	3.7	67.3	-0.2	-8.7	-24.9	2.6
6	COC(=O)c1c(NC(=S)Nc2ccc(F)cc2[N+](=O)[O-])sc2c1CCCCC2	94.3	7.6	-38.9	-13.1	1.1	90.2	1.0	1.1	-15.1	-1.9
7	COc1ccc(CCN=C2SCC(=O)N2C)cc1OC	91.1	14.6	-31.8	0.0	-8.1	94.8	-0.3	1.1	26.0	-0.4
8	CCOc1ccc(C2=Nn3c(nnc3-c3ccc(OC)cc3)SC2)cc1	22.0	10.9	24.3	0.1	-7.8	20.4	10.2	-14.4	-13.5	-2.4
9	NCCCC(=O)O	85.9	63.1	.	.	6.8	91.9	0.5	-4.4	4.3	-0.6
10	CCSc1nnc2c(Cl)cc(Cl)cn12	91.7	-0.1	.	-0.7	-7.8	85.5	1.1	-4.0	-38.0	-1.1
11	COc1cccc(Cn2c(OCC3CCCO3)nc3c2c(=O)n(C)c(=O)n3C)c1 (configuration not stated)	89.2	5.5	0.1	-2.8	3.2	93.3	0.5	7.5	-28.5	-1.6
12	CCOC(=O)c1cccc(NC(=O)CN2C(=O)C3C4C=CC(C4)C3C2=O)c1 (configuration not stated)	95.9	5.6	.	-1.5	-4.8	102.1	-0.2	-6.7	-33.0	-1.0
13	COc1cc2c(cc1OC)CN(c1ccc([N+](=O)[O-])cc1C#N)CC2	77.6	7.0	18.1	-9.1	-6.5	60.4	1.9	4.2	-3.9	-0.2
14	CC(/C=N/Nc1nnc(C)c(=O)[nH]1)=C\c1ccccc1	87.2	2.8	-24.4	.	-7.1	88.2	9.3	2.2	-33.5	-0.8
15	CCc1oc2ccccc2c1C(=O)CCN1CCCCC1	87.4	8.7	23.1	2.0	42.5	90.5	4.5	-2.4	-41.9	-4.3
16	COc1ccc(/C=N/NC(=O)CSc2nnc(C)n2-c2ccccc2)c(OC)c1OC	87.5	17.3	-27.5	.	1.2	93.5	0.1	4.0	10.4	-1.9
17	c1ccc(Nc2nc(N3CCNCC3)nc(N3CCOCC3)n2)cc1	73.3	1.4	-31.7	.	.	69.3	3.8	2.8	-36.1	-4.0
18	O=C(NCc1ccccc1)c1cnsn1	87.2	3.7	-5.8	0.8	-7.3	93.6	3.9	3.9	27.3	-1.8
19	O=C(COC(=O)C1CCN(/C=C/C(=O)C(F)(F)F)CC1)Nc1ccccc1	99.6	7.6	-8.7	-4.5	-1.5	91.5	-0.4	-7.5	-3.5	-1.2
20	Oc1ccc2ccccc2c1C=Nc1ccc(N2CCOCC2)cc1	96.1	9.1	8.8	-1.6	48.8*	96.8	-0.7	-2.8	-15.5	-2.2
21	N#C/C(=C1/CCCN1)c1ccccn1	101.1	13.1	-0.8	-1.6	-14.9	105.8	0.2	7.3	-64.3	0.7
22	CC(C)C(=O)N(c1ccc2oc(=O)sc2c1)S(=O)(=O)c1ccccc1	92.0	19.0	14.3	1.1	0.0	102.5	0.8	-3.8	-41.6	-0.3
23	O=C1C=C(O)CC(c2cccs2)C1 (configuration not stated)	96.5	6.9	-24.7	0.3	-7.7	88.9	5.3	-2.8	-21.4	-1.0
24	CCc1n[nH]c2c1C(=O)CC(C)(C)C2	98.2	4.4	53.9*	-0.9	-2.9	104.6	0.6	2.1	-11.0	-0.7
25	COc1ccc2c(c1)c1nc3ccccc3nc1n2CCCN1C(=O)c2ccccc2C1=O	65.4	32.1	12.9	0.3	3.6	59.3	1.4	-2.9	-8.4	-0.1
26	CN(C)S(=O)(=O)c1cccc(-c2nn(-c3ccccc3)cc2/C=C(/C#N)C(=O)NCc2ccco2)c1	87.3	1.6	-7.6	-4.3	2.5	87.3	3.1	-8.6	-31.3	-0.4
27	Cc1ccc(S(=O)(=O)N2CCN(Cc3nc4ccccc4n3C)CC2)cc1	99.3	11.8	1.4	-0.7	-3.1	92.8	-0.6	1.2	-26.5	-2.0
28	Brc1ccc2ncnc(NCc3ccco3)c2c1	59.5	9.3	.	0.0	-11.1	57.7	0.4	17.7	0.7	-1.6
29	NS(=O)(=O)c1ccc(NC(=O)CN2CCN(Cc3ccccc3)CC2)cc1	90.2	11.2	22.0	-0.3	-7.6	96.1	-0.1	-1.0	-30.1	-1.6
30	O=C(Nc1ccc2nc(-c3cccnc3)[nH]c2c1)C1CCCCC1	96.0	8.2	-26.5	.	.	93.7	3.2	12.3	-30.6	-4.9
31	CC1CCN(C(=O)c2cc3nc(C4CC4)cc(C(F)(F)F)n3n2)CC1	98.3	22.8	-24.5	.	.	87.0	0.6	-2.6	-32.9	-2.3
32	CCOC(=O)N1CCN(c2ccc(O)cc2)CC1	74.9	4.5	26.8	0.2	-5.4	70.7	3.3	2.6	5.1	-2.5
33	COC(=O)c1ccc(NC(=O)COc2ccc(S(=O)(=O)NC(C)C)cc2)cc1	89.0	4.9	-7.9	0.8	-0.8	93.6	1.9	10.9	-3.3	-1.3
34	Cc1ccc2[nH]c(=O)c(CN(CCc3ccccc3)Cc3nnnn3CC3CCCO3)cc2c1 (configuration not stated)	79.6	5.6	0.4	.	0.0	70.1	2.4	-3.5	-45.5	-4.7
35	CCNc1ccccc(-c2ccc3ccccc3n2)c1=O	69.8	6.4	.	-5.4	9.8	64.0	7.2	-3.9	-11.4	-2.8
36	Cc1cccc(-n2nc3c(c2NC(=O)CCC2CCCCC2)CS(=O)C3)c1C (configuration not stated)	89.2	23.8	-37.7	.	-3.1	86.0	4.1	8.2	-39.7	-3.4
37	O=C(NC(=S)N1CCCc2ccccc21)c1ccccc1	95.1	26.5*	-18.1	.	-21.2	83.1	6.3	12.1	4.1	-1.5
38	COC(=O)C1=C(C)NC(=O)NC1/C=C/c1ccccc1 (configuration not stated)	92.1	7.9	11.2	-1.3	-11.4	91.5	2.1	-5.0	-14.6	-0.6
39	C/C(=N\NC(=O)c1cc(-c2cccnc2)nc2ccccc12)c1ccc(O)cc1O	10.0	0.4	2.3	-5.3	-1.9	7.6	1.8	14.1	-16.4	-0.5
40	CC(=O)c1cccc(NC(=O)N2CCN(S(C)(=O)=O)CC2)c1	106.8	7.4	-8.2	-1.8	-2.2	93.8	2.0	1.8	-12.1	-0.9
41	O=C(CSc1cccc(C(F)(F)F)c1)NC(=O)c1ccccc1	94.5	16.8	.	.	-6.7	90.9	3.6	1.1	-20.4	0.6
42	CCOc1cc2[nH]c(=O)n(CCCCCC(=O)NCc3ccco3)c(=O)c2cc1OCC	105.3	30.6	3.7	-1.6	-16.8	89.1	0.7	5.9	-33.6	-2.3
43	C=C(C)c1cccc(C(C)(C)NC(=O)NCCCn2ccnc2)c1	88.9	7.7	1.6	0.7	-1.8	92.0	0.6	2.7	-46.0	-2.4
44	c1ccc(-c2cc3ccccc3nc2N2CCCC2)cc1	97.4	18.1	9.4	-1.1	-23.3	101.8	3.6	21.8	19.6	1.2
45	CCCc1cc(=O)n2[nH]c(-c3ccccc3)cc2n1	98.1	28.0	-0.7	.	-8.9	106.7	-2.1	5.8	-23.5	-2.3
46	O=C(COc1ccc2c(c1)CCC2)NCc1ccccc1	87.8	9.8	.	-3.7	4.5	98.3	5.0	-1.9	-23.0	-1.7
47	CC(=O)Nc1cc(OC(=O)c2ccco2)cc(OC(=O)c2ccco2)c1	101.7	3.3	-2.0	-0.8	-14.4	98.7	0.1	-3.6	-28.1	-1.3
48	CCOc1ccc(OCCNC2CCCC2)cc1	84.0	23.0	50.5	-0.7	-9.5	97.1	2.0	15.0	-13.5	-1.5
49	O=C(NCC(=O)N(c1cccnc1)C(C(=O)NC1CCCC1)c1ccco1)c1cccs1 (configuration not stated)	86.9	14.8	6.0	-2.3	-4.3	100.2	0.9	5.0	-25.1	0.5
50	COc1cc(-c2nnc(Sc3ccc(C(F)(F)F)cc3[N+](=O)[O-])o2)cc(OC)c1OC	6.7	8.6	5.4	.	-12.3	4.9	1.4	-2.1	-4.9	-5.6
51	CCc1ccc(NC(=O)C2CCN(S(C)(=O)=O)CC2)cc1	100.2	7.8	-38.5	0.0	-18.4	107.8	0.7	4.1	-39.7	1.2
52	O=[N+]([O-])c1ccc(N2CCN(S(=O)(=O)c3ccc(Cl)cc3)CC2)cc1NCC1CCCO1 (configuration not stated)	85.1	31.9	-14.7	-2.3	-8.6	82.4	1.0	-8.2	-36.5	-1.9
53	Cc1cc(N2CCN(c3ccccc3)CC2)n2nnnc2n1	93.9	17.3	-9.8	-3.5	-17.8	95.4	3.5	2.0	-48.1	0.0
54	CCN1C(=O)N(C)C(N(O)C(=O)NC)C1(C)C (configuration not stated)	103.2	7.0	.	1.0	0.2	98.3	1.1	5.2	-48.6	0.2
55	O=C(/C=C/c1cccc([N+](=O)[O-])c1)NCc1cccnc1	95.1	21.3	.	.	-7.2	104.9	1.2	-2.1	-26.5	-2.5
56	O=C(C1CCCN(S(=O)(=O)c2cccs2)C1)N1CCN(C2CCCCC2)CC1 (configuration not stated)	93.8	3.8	1.8	-2.2	-9.4	89.1	4.3	1.1	-52.4	-1.6
57	Cc1cc(C(=O)O)ccc1N/C=C1\CCCC(C)C1=O (configuration not stated)	90.7	6.3	-15.2	-2.8	-9.5	98.8	-1.9	-0.3	-15.5	-3.9
58	COC(=O)c1c(NC(=O)Cn2cc([N+](=O)[O-])cn2)sc2c1CCC2	108.3	7.2	22.9	.	-2.1	106.0	0.8	9.3	-78.2	0.4
59	O=C1C2C3c4ccccc4C(c4ccccc43)C2C(=O)N1/N=C/c1cccc(O)c1 (configuration not stated)	81.5	20.0	2.3	0.1	-6.4	66.2	0.7	0.7	-3.3	-2.8

Screening results: PubChem, several laboratories
